CHT block: inhibitors of human choline transporter CHT; actives 0.86% (n = 310,000); High affinity choline transporter 1 (Homo sapiens), Q9GZV3; B-score at 10 µM; CHT-expressing cells, membrane potential dye, choline response; hits give low values; AID 488975, 2010;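 active = B-score over 3 SD under the library average, and starting fluorescence ratio not unusually high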;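 note: choline stimulus applied at its EC90 after an EC20 pre-addition; B-score computed on integrated fluorescence ratio after choline addition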
Target sequence (Q9GZV3 whole entry, looked up): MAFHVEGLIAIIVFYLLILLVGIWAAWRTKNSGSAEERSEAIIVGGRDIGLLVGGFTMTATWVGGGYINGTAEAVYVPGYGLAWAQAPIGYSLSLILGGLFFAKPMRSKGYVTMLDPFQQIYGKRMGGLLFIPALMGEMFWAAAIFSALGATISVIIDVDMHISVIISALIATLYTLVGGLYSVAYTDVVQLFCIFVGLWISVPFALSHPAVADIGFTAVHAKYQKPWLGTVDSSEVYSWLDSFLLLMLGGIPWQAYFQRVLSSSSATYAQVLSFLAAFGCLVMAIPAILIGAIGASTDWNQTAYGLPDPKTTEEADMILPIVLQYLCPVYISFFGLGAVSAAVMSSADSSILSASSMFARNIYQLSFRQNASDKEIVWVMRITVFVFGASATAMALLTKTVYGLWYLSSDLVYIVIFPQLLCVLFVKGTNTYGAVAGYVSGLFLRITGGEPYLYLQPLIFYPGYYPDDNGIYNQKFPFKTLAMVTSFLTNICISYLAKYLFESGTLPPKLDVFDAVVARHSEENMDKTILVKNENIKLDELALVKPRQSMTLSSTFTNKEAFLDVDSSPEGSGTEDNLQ
Kir21 block: inhibitors of mouse Kir2.1 inward-rectifier potassium channel. Inward rectifier potassium channel 2 (Mus musculus), P35561. HEK293-Kir2.1, FluxOR thallium flux fluorescence; hits give low values. B-score at 10 µM. actives 0.85% (n = 310,000). AID 1672, 2009;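 active = fluorescence ratio B-score at or below minus 3 SD of library scores, with starting-brightness B-score within 2 SD, cut at about -4.2 in these data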;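 note: channel flux triggered by added potassium and thallium sulfate stimulus; B-score of peak minus minimum fluorescence over baseline after thallium stimulus; more negative B-score means stronger Kir2.1 block with less thallium influx; some compounds called inactive have numbers as strong as hits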
Target sequence (P35561 whole entry, looked up): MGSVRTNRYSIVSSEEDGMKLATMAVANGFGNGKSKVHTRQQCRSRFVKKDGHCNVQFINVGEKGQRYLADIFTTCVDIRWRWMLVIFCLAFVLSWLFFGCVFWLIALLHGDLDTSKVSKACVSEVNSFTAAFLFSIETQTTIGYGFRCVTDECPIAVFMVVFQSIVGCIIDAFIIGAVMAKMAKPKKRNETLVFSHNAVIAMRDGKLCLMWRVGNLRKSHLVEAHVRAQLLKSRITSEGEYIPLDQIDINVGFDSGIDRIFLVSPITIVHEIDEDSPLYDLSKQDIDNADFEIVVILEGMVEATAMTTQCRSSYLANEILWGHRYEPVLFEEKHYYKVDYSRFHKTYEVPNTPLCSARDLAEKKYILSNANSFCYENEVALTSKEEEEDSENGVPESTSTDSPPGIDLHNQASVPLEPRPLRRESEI
An asterisk follows results filed as active; i = inactive; · = no result given.

structure | CHT block | Kir21 block
N/C(=N\OC(=O)c1ccco1)c1ccc(Br)cc1 | i | -0.32
CCOc1ccc(CONS(=O)(=O)c2ccc(NC(C)=O)cc2)cc1Cl | i | -0.08
CCN(Cc1ccncc1)C(=O)c1cc(COc2c(C)cccc2C)on1 | -5.5* | -1.3
CCCc1ccc2oc(C(=O)N(Cc3ccncc3)CC3CCCO3)c(C)c2c1 (stereo unspecified) | i | 0.28
CC1(NC(=O)NCCCCCCNC(=O)NC2(C)CCS(=O)(=O)C2)CCS(=O)(=O)C1 (stereo unspecified) | i | -1.3
Cc1ccc(C(=O)Nc2ccnc(-c3cccnc3)n2)cc1 | i | 0.84
Fc1ccc(CSc2ccc(-c3cccs3)nn2)cc1 | i | 2.3
CCn1cc(C(=O)OC)c(=O)c2ccc(C)nc21 | i | 0.62
CC1CCN(c2ncccc2C(=O)O)CC1 | i | 0.07
Cc1ccccc1/C=N/n1c(COc2ccccc2)n[nH]c1=S | i | -0.59
O=C(Nc1ccsc1C(=O)O)c1cccc(Oc2ccccc2)c1 | i | -2.8
COc1ccc(Cc2nnc(SCc3c(C)noc3C)n2C2CCCCC2)cc1OC | i | 0.22
CCS(=O)(=O)c1ccc(O)c(NC(=O)/C=C/c2ccccc2)c1 | i | 0.15
CS(=O)(=O)N1CCN(c2ccccc2NC(=O)Cc2ccc(Cl)cc2)CC1 | i | 0.91
COc1ccc(-c2n[nH]c(C)c2-c2cnn(-c3ccccc3)c2)c(O)c1C | i | -0.41
Cc1cc(C(=O)O)cc(S(=O)(=O)NNC(=O)c2cccs2)c1C | i | 0.49
O=S(=O)(Nc1ccccn1)c1cccc(S(=O)(=O)c2ccc(Cl)cc2)c1 | i | -0.44
N/C(=N\OC(=O)CCCOc1ccccc1)c1cccc([N+](=O)[O-])c1 | i | 0.6
O=C1c2ccccc2NC(c2ccccc2Cl)N1N=C1CCCCCC1 (stereo unspecified) | i | 0.07
Cn1ncc(Br)c1C(=O)Nc1cccc(C(F)(F)F)c1 | i | 0.88
CCOc1ccccc1Nc1nnc(SCC(=O)NC(Cc2c[nH]c3ccccc23)C(=O)O)s1 (stereo unspecified) | i | -0.25
O=C(NC1CCN(C(=S)NCc2ccco2)CC1)NC12CC3CC(CC(C3)C1)C2 | i | 0.44
CCOc1ccc(NCc2ccccc2OCc2cccc(F)c2)cc1 | i | -0.62
O=[N+]([O-])c1ccc(N=NN(CCO)CCO)cc1 | i | -0.36
O=C(Nc1cccc2ncccc12)c1cccnc1 | i | 1.5

Gathered by group: those above with a nitro group on carbon
structure | CHT block | Kir21 block
N/C(=N\OC(=O)CCCOc1ccccc1)c1cccc([N+](=O)[O-])c1 | i | 0.6
O=[N+]([O-])c1ccc(N=NN(CCO)CCO)cc1 | i | -0.36

New compounds follow.
structure | CHT block | Kir21 block
CCOC(=O)[C@H]1[C@H]2COc3ccc(Cl)cc3[C@@H]2N2C(=O)c3cc(OC)ccc3NC(=O)[C@@]12C | i | ·
C/C(=N/NC(=O)c1cccs1)c1ccc(N2CCOCC2)cc1 | i | -1.5
Cn1c(N)c(C(=O)CSc2nnnn2-c2ccccc2)c(=O)n(C)c1=O | i | -1.5
S=c1[nH]nc(-c2ccccn2)n1/N=C/c1cccc(Cl)c1 | -5.7* | 0.02
O=C(COC(=O)CCCc1c[nH]c2ccccc12)Nc1ccc2c(c1)OCO2 | i | 0.1
C1=C(CCNc2ncnc3c2cnn3-c2ccccc2)CCCC1 | i | 0.03
Cc1ccc(S(=O)(=O)n2c(CN3CCCC(C)C3)nc3ccccc32)cc1 (stereo unspecified) | i | 0.41
O=C(NCCCN1CCCC1)c1cc2c(Cl)nc3ccccc3c2s1 | i | -0.99
COc1ccc(NC(=O)c2onc(C)c2Cl)cc1 | i | 0.05
CCOC(=O)CC1(NC(=O)c2cc(COc3c(F)cccc3F)on2)CCCCC1 | i | 0.65
COc1ccc(N2CCN(C(CNC(=O)C(=O)NCCCn3ccnc3)c3ccco3)CC2)cc1 (stereo unspecified) | i | -0.31
CC[C@H](C)[C@@H]1NC(=O)c2cc([N+](=O)[O-])cc(I)c2SC[C@@H](C(N)=O)NC(=O)[C@H](CCCCN)NC1=O | i | ·
CCOC(=O)c1c(P(=O)(N2CCOCC2)N2CCOCC2)noc1N | i | 1.8
COC(=O)C1=C(C)NC(C)=C(C(=O)OCCN(C)Cc2ccccc2)C1c1cccc([N+](=O)[O-])c1 (stereo unspecified) | i | 0.32
CC1(C)COCN1S(=O)(=O)c1ccc(C(=O)Nc2nnc(-c3ccc(Cl)s3)o2)cc1 | -5.8* | -0.99
O=C1Nc2ccc(S(=O)(=O)N3CCOCC3)c3cccc1c23 | i | 1.3
O=C(CS(=O)(=O)c1ccccc1)Nc1nc2ccccc2s1 | i | 1.7
O=C(Nc1cccnc1)c1ccc(Cl)c(S(=O)(=O)N2CCc3ccccc32)c1 | i | 1.6
Cc1ccc(N(C)S(=O)(=O)c2cccc(C(=O)Nc3nc4ccccc4[nH]3)c2)cc1 | i | 0.01
Cc1ccccc1NC(=O)COC(=O)/C=C/c1cn(-c2ccccc2)nc1-c1cccnc1 | i | 0.46
Cc1nc(C(F)(F)F)ccc1C(=O)Nc1ccc(C(F)(F)F)cn1 | i | -3.2
Cc1cc(C)cc(NC(=O)N2CCCC2C(=O)Nc2ccc(-n3cnnn3)cc2)c1 (stereo unspecified) | i | ·
Cc1ccc(Cl)cc1NS(=O)(=O)Cc1ccccc1 | i | -1.4
O=C(O)c1ccc(Cn2nnc3sc4c(c3c2=O)CCCC4)cc1 | i | -0.16
Nc1ccccc1NC1=CC(=O)CC(c2ccccc2)C1 (stereo unspecified) | i | -0.45

CHT block: hit marks shown above
structure | CHT block | Kir21 block
CCN(Cc1ccncc1)C(=O)c1cc(COc2c(C)cccc2C)on1 | -5.5* | -1.3
S=c1[nH]nc(-c2ccccn2)n1/N=C/c1cccc(Cl)c1 | -5.7* | 0.02
CC1(C)COCN1S(=O)(=O)c1ccc(C(=O)Nc2nnc(-c3ccc(Cl)s3)o2)cc1 | -5.8* | -0.99

Back to the main list with the 2 entries that preceded the break.
structure | CHT block | Kir21 block
O=C(O)c1ccc(Cn2nnc3sc4c(c3c2=O)CCCC4)cc1 | i | -0.16
Nc1ccccc1NC1=CC(=O)CC(c2ccccc2)C1 (stereo unspecified) | i | -0.45
CCOC(=O)c1ccc(N2C(=O)Cc3ccccc3C2=O)cc1 | i | 0.24
CC(=O)N1CCc2cc(NC(=O)c3ccc(C)cc3)ccc21 | i | -0.02
Cc1ccc(C)c(-c2[nH]ncc2CN2CCCC(CO)(Cc3ccccc3C)C2)c1 (stereo unspecified) | i | -1.9
CCNC(=O)CN(c1ccc(C)cc1)S(=O)(=O)c1ccccc1 | i | -0.55
CCOc1cc2[nH]c(=S)n(CC3CCCO3)c(=O)c2cc1OCC (stereo unspecified) | i | 0.06
COc1ccc(CCNC(=O)C2CCN(c3ccc(N4CCOCC4)nn3)CC2)c(OC)c1 | i | -0.64
Cc1sc2c(c1C)C(=O)NC(c1cccc(O)c1)N2 (stereo unspecified) | i | -0.01
COc1ccccc1CNC(=O)CCC(=O)Nc1nnc(C(C)C)s1 | i | 0.04
Cc1cc(=O)oc2cc(NC(=O)C3CC(=O)N(Cc4ccccc4)C3)ccc12 (stereo unspecified) | i | 0.06
CCOC(=O)N/N=C\c1ccc(-c2cc(Cl)ccc2Cl)o1 | i | 0.03
OC(COc1ccc2c(c1)OCO2)CN1CCN(c2ccccc2)CC1 (stereo unspecified) | i | 0.1
CCN=c1scc(-c2cccs2)n1/N=C/c1cc(OC)ccc1O | i | ·
CCCC(=O)Nc1cc(OC)c(OC)cc1C(=O)O | i | -0.16
CCc1cccc(Nc2c3c(nc4ncnn24)CCC3)c1 | i | -0.63
O=C(C1CCCO1)N1CCN(S(=O)(=O)c2cc(F)ccc2F)CC1 (stereo unspecified) | i | -0.53
Cc1[nH]n(-c2ccccc2)c(=S)c1C=Nc1cccc([N+](=O)[O-])c1 | i | 1.2
COc1ccc(C(=O)NN)cc1 | i | 0.33
CCc1nc(SCc2ccc(OCC(C)C)cc2)n[nH]1 | i | -0.1
Cc1cc(S(=O)(=O)N(Cc2ccccc2Cl)c2ccc3c(c2)CCC3)ccc1-n1cnnn1 | i | -0.62
Brc1cc(Br)c2ncnc(N3CCCCC3)c2c1 | i | -0.09
Cc1nc(SCC(=O)c2ccccc2)n[nH]1 | i | 0.19
O=C1c2ccccc2-c2onc3c(N4CCN(CCO)CC4)cc(N4CCN(C(=O)c5ccco5)CC4)c1c23 | i | 0.02
O=[N+]([O-])c1ccc(Oc2ccc(S(=O)(=O)N3CCOCC3)cc2)cc1 | i | -0.47
CCc1nc(N)c(C#N)c(-c2ccc(O)c(OC)c2)c1C | i | -1.5
CN1CCN(/N=C/c2ccc(-c3ccccc3)cc2)CC1 | i | 0.13
COC(=O)C(NS(=O)(=O)c1ccccc1Cl)c1ccccc1 (stereo unspecified) | i | -1.2
COc1ccc(CNN2CCCCC2C(=O)Nc2ccc(OC)c(OCC(C)C)c2)cc1OC (stereo unspecified) | i | -0.11
S=c1[nH]nc(COc2ccccc2)n1Cc1ccccc1 | i | -0.67
Cc1ccc(/C(O)=C2\C(=O)C(=O)N(C)C2c2ccccc2[N+](=O)[O-])cc1 (stereo unspecified) | i | -1.2
CC(C)(C)SCCNC(=O)CN1C(=O)c2ccccc2S1(=O)=O | i | -1.7
Cc1ccccc1N1C(=O)C(Cl)=C(N2CCCCCC2)C1=O | i | -0.21
COc1cccc(CC2(CO)CCCN(Cc3ccccc3-c3ccco3)C2)c1 (stereo unspecified) | i | -2.6
Cc1ccc(NC(=O)c2cccc(OCc3c(C)noc3C)c2)cc1 | i | -1.5
O=C1/C(=C/c2ccccc2)CCCc2ccccc21 | i | -0.05
CCOC(=O)c1c(C)[nH]c(N=Nc2cc(C(=O)O)cc(C(=O)O)c2)c1C | i | -0.4
COC(=O)c1c(NC(=O)C(C)C)sc2c1C(C(=O)OC)CC2 (stereo unspecified) | i | -0.09
Cc1[nH]n(CCC#N)c(=O)c1CC(=O)N1CCN(c2ccccc2)CC1 | i | -0.09
CCCCN(C)/C=N/c1c(C#N)cnn1-c1ccc(C)cc1 | i | -0.2
CCOC(=O)c1cccc(NC(=O)CCc2nc(-c3ccccc3F)no2)c1 | i | -1.1
CC1CCN(S(=O)(=O)N2CCC(C(=O)NCCN3CCOCC3)CC2)CC1 | i | -1.9
O=C(NC1CCCCC1)C1CC(=O)N(CCc2ccccc2)C1 (stereo unspecified) | i | 0.59
COc1ccccc1/C=C/C(=O)OCCN1C(=O)c2ccccc2C1=O | i | 0.44
Cc1ccc(C(=O)Nc2cc(Cl)ccc2-n2cncn2)o1 | i | -0.92
COc1ccc(-c2cc(C(=O)NCCc3ccccc3)no2)cc1OC | i | -0.03
CC1CC(=O)Nc2ccccc2N1S(=O)(=O)c1cccc(F)c1 (stereo unspecified) | i | 0.07
C=CCNc1nc(C(=O)OCC(=O)c2ccc(OC)cc2OC)cs1 | i | -0.4
CN(CC(=O)Nc1ccc(Cl)c(C(F)(F)F)c1)C(=O)c1ccc2c(c1)OCCO2 | i | -0.11
Cc1cc(C)cc(NC(=S)NCCN(C2CCCCC2)C2CCCC2)c1 | i | -1.7
CC(=O)NCCc1ccc(S(=O)(=O)N2CCOCC2)cc1 | i | 2.6
COc1ccc2[nH]c3c(=S)nc[nH]c3c2c1 | i | -0.16

Carrying on.
structure | CHT block | Kir21 block
NC(=S)Nc1cnc2ccccc2c1 | i | 0.48
CCN(CC)Cc1cc2ccccc2c2c1COC2 | i | 1.8
COc1ccc(CC(=O)OCC(=O)NCCNC(=O)COC(=O)Cc2ccc(OC)cc2)cc1 | i | 0.49
CCOc1ccccc1NC(=O)c1ccc(Cl)c(NC(=O)CC(c2ccccc2)c2ccccc2)c1 | i | -0.04
O=C(c1cc2ccccc2oc1=O)N(Cc1ccco1)Cc1cccs1 | i | -2.5
CC(C)c1ccc(NC(=O)CCNC(=O)Cn2ccc3ccccc3c2=O)cc1 | i | -0.81
O=C(CN1CCOCC1)NCc1ccccc1 | i | 0.03
O=C(CSc1cccc(C(F)(F)F)c1)NC(=O)NCc1ccco1 | i | -0.01
CCc1nnc(SCC(=O)Nc2ccc(N3CCOCC3)cc2)n1C | i | 0.75
NS(=O)(=O)c1ccc(CCNC(=O)CC(c2ccccc2)c2ccccc2)cc1 | i | -0.74
O=C(COC(=O)c1ccc(O)cc1)Nc1ncc(Cl)cc1Cl | i | 1.7
O=C(/C=C/c1ccc(Cl)cc1Cl)Nc1cccc(S(=O)(=O)NC2=NCCC2)c1 | i | -0.48
Cc1ccc(S(=O)(=O)N(C)c2ccc(OCC(=O)NCC3(N(C)C)CCCCC3)cc2)cc1 | i | 0.98
c1ccc(-c2nnc3sc(-c4csc5c4CCCC5)nn23)cc1 | i | 0.32
Cc1c(CC(=O)NCCCC(=O)O)c(=O)oc2cc3c(cc12)CCC(C)(C)O3 | i | -0.83
CC(C)N1CCN(c2ccc(OC[C@H]3CO[C@](Cn4cncn4)(c4ccc(Cl)cc4Cl)O3)cc2)CC1 | i | ·
O=C(COC(=O)Cn1nnc2ccccc21)Nc1ccccc1Br | i | 1

Screening data: PubChem, Johns Hopkins Ion Channel Center
